# Compound activity: PubChem, Sanford-Burnham Center for Chemical Genomics
# tim23-1 inh: growth inhibitors of tim23-1 mutant yeast; AID 463212; actives 1.3% (n = 330,000); inhibition, % at 20 µM; S. cerevisiae tim23-1 growth, BacTiter-Glo luminescence, 24 h;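 active = growth inhibition of the mutant yeast at or above 50%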;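 also: temperature-sensitive mutant grown at 25 °C; plate controls were DMSO-treated mutant yeast for no effect and medium wells lacking yeast for full effect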
# CHOP UPR activ: apoptotic UPR (CHOP) activation. CHO-CHOP luciferase reporter, luminescence; percent of tunicamycin response over DMSO baseline. activation, % at 10 µM. actives 0.34% (n = 330,000);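 active = at 10 µM dose, activation of 40% or more, normalized to positive control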;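 also: 100% = tunicamycin at 10 µg/mL and 0% = DMSO alone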
#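 Evaluation: % reporter activation, DMSO baseline versus tunicamycin full activation; System: CHO-CHOP luciferase reporter cell line; Input: 500 cells/well; Incubation: 6 h compound treatment, 37 °C; Measured by: Steady-Glo luciferase luminescence; Dosing: one dose, 10 µM in 0.5% DMSO; Buffer or medium: F12 medium, 10% FBS; Benchmarks: positive tunicamycin 10 µg/mL, negative DMSO alone.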
# CXCR6 block: inhibitors of human CXCR6 receptor; CHO-K1 PathHunter CXCR6 beta-arrestin, luminescence; actives 0.36% (n = 360,000); inhibition, % at 20 µM; AID 602244; in the data active = inhibition above about 34%, passing the limit was not always enough;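 also: antagonist mode with CXCL16 agonist at 10 nM final; 0% = 10 nM CXCL16 with DMSO and 100% = unstimulated wells without agonist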
# EBI2 block: EBI2 (human) antagonism. P32249. EBI2 beta-arrestin recruitment, luminescence, 7a,25-OHC stimulated. inhibition, % at 5 µM. actives 0.81% (n = 360,000). AID 651636; in the data active = inhibition above about 38%;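 also: enzyme fragment complementation signal reports receptor beta-arrestin coupling in cells; 0% = agonist plus DMSO wells and 100% = wells without agonist; some results beyond the cut were filed as inactive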
# APJ agonist: activates the human apelin receptor APJ; CHO-K1 APJ PathHunter beta-arrestin, luminescence; 0% DMSO wells, 100% apelin; activation, % at 20 µM; actives 0.11% (n = 330,000); P35414; AID 2520;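 active = activation more than six SD over the plate average, tested at 20 µM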;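 also: 0% = DMSO alone and 100% = apelin-13 at 10 nM; some results filed as inactive read as strong as hits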
#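 Material: CHO-K1 APJ beta-arrestin complementation cell line; Input: cell density 1000 per well; Incubation: compound stimulation 90 min at 25 °C, detection 60 min; Signal: luminescence from split beta-galactosidase complementation, Galacton Star/Emerald II substrate; Controls: DMSO-only wells as negative, 10 nM Apelin-13 as positive control.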
# UPR XBP1 act: activators of adaptive arm of unfolded protein response (XBP1); actives 0.33% (n = 330,000); CHO-XBP1 luciferase reporter, IRE1-XBP1 UPR activation, luminescence; percent of tunicamycin response, DMSO as zero; activation, % at 20 µM;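 active = versus positive control, 20 µM dose yields 30% or more activation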;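 also: 100% = tunicamycin at 10 µg/mL and 0% = DMSO only wells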
#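 Material: CHO-XBP1 cells stably carrying IRE1-XBP1-driven luciferase reporter | Medium: F12 with 10% serum | Compound dosing: 20 µM single concentration, DMSO 1% | Incubation: Overnight seeding at 37 °C, 6 h compound treatment at 37 °C | Detection: Steady-Glo luminescence read | Read-out basis: % activation of reporter signal versus tunicamycin and DMSO controls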
# APJ antag: blocks the human apelin receptor APJ; P35414; CHO-K1 APJ beta-arrestin complementation, luminescence; inhibition, % at 20 µM; actives 0.32% (n = 330,000); AID 2521;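 active = inhibition above about 40% at 20 µM, limit read from the data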;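 also: cells challenged with 10 nM apelin-13 agonist together with compound; plate controls were apelin-13 plus DMSO wells for no effect and DMSO wells lacking apelin-13 for full effect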
# CCR6 antagonist: blocks CCL20-driven beta-arrestin recruitment at human CCR6 | CHO-K1 CCR6 PathHunter beta-arrestin, luminescence, CCL20-stimulated | P51684 | inhibition, % at 20 µM | AID 493098 | actives 0.49% (n = 340,000);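 active = compounds whose inhibition of the agonist-driven luminescence signal at 20 µM reaches about 50%, limit read from the data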;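 also: cells stimulated with CCL20 at 14 nM final; plate controls were DMSO with CCL20 for no effect and DMSO without agonist for full effect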
# Mdm2-MdmX inh: disrupts the human Mdm2-MdmX interaction; SaOS-2 split-luciferase Mdm2/MdmX complementation, luminescence; inhibition, % at 8 µM; actives 3% (n = 330,000); O15151+Q00987;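 active = inhibition of at least 50% at 8 µM in the primary screen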
# Target sequence (O15151 whole entry, looked up): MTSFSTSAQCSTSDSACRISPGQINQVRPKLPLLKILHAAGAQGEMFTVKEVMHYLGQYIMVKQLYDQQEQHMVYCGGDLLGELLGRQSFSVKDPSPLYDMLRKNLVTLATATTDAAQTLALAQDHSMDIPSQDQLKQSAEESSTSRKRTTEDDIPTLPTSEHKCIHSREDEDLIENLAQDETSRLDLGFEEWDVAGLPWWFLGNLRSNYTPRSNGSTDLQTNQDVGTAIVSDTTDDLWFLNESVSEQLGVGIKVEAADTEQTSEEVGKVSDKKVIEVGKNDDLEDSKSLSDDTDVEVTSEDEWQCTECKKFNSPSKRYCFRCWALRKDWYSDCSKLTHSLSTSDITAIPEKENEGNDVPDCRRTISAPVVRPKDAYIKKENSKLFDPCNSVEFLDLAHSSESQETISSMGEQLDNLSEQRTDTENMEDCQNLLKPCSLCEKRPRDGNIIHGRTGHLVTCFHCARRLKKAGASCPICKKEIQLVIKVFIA
# Target sequence (Q00987 whole entry, looked up): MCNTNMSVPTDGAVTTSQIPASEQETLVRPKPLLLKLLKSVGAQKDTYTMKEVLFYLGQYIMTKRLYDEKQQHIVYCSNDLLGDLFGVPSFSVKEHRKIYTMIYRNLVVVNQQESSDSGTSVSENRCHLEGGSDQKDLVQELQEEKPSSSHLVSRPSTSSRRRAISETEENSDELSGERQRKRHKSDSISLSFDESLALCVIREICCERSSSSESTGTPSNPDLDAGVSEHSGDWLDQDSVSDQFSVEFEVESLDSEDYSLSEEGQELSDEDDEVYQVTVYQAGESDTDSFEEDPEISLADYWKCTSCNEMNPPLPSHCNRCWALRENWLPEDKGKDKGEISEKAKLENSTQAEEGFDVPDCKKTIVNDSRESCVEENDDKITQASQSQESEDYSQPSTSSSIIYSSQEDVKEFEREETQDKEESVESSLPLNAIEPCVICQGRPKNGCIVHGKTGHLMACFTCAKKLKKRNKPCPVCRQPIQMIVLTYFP
# The depositor's hits bear a star; nt = not tested or not shown. This is a subset; count on the stated rates, not on these rows.
SMILES,tim23-1 inh,CHOP UPR activ,CXCR6 block,EBI2 block,APJ agonist,UPR XBP1 act,APJ antag,CCR6 antagonist,Mdm2-MdmX inh
CN(C)[C@@H]1CCC[C@@H]1OC(=O)C(c1ccccc1)c1ccccc1,8.1,-0.6,5.5,-0.5,-2.0,1.0,-11.9,-4.3,5.7
COc1ccc(-c2cnnc(N/N=C/c3ccc(OC)c(OC)c3)n2)cc1,5.5,0.8,-9.3,-6.6,3.1,1.1,-20.4,9.2,-0.8
Cc1cc(SCC(=O)N2CCN(C(=O)c3ccco3)CC2)c(C)cc1Br,29.8,4.6,-5.6,41.1,-4.6,-3.2,-2.5,3.5,2.7
CCOc1cc(NC(=O)c2ccccc2[N+](=O)[O-])c(OCC)cc1NC(=O)CC(C)C,1.2,1.5,-0.2,-7.6,-3.6,0.0,-1.3,15.1,-10.9
CCOC(=O)c1cc(C#N)c(=S)[nH]c1C,8.7,0.2,5.3,-1.7,-1.7,1.3,3.7,18.5,0.8
CCn1c(=O)cc(SCC(=O)N2CCN(c3ccccc3OC)CC2)c2ccccc21,20.7,-0.7,2.1,9.5,-1.9,1.5,7.4,7.0,62.2*
COc1ccc(NS(=O)(=O)c2cc3c(cc2C)N(C)CCO3)cc1,-0.6,1.9,0.2,-6.7,-2.7,-4.2,12.8,4.2,27.4
Oc1ccc2ccccc2c1/C=N/Nc1nnc(-c2ncc[nH]2)c2ccccc12,68.7*,-1.5,10.8,17.2,-2.0,2.2,10.1,13.3,81.4*
CC(C)n1c2ccccc2c2nnc(SCC(=O)Nc3ccccc3C(=O)O)nc21,0.0,1.5,7.2,0.6,-4.4,2.8,7.3,8.0,-4.5
CC(C)[C@H](NC(=O)N1CCn2c1nc1ccccc12)C(=O)NC1CCCCC1,8.0,-0.8,6.7,6.0,-4.9,-3.6,22.4,6.7,7.0
COc1ccccc1CNC(=O)COc1ccccc1C(=O)c1cnn(-c2ccccc2)c1,44.4,3.6,3.7,1.4,-1.5,1.2,7.4,22.8,-151.0
Cc1ccccc1CCNC(=O)c1cc(C2CC2)nc2c1cnn2C(C)C,35.8,1.2,4.9,13.8,-2.6,2.5,-5.4,1.6,-11.1
O=C(/C=C/c1cn(CC(O)CN2CCOCC2)c2ccccc12)c1cccs1 (stereo unspecified),9.1,1.2,nt,nt,-0.4,1.9,10.2,nt,18.4
C=CCNC(=O)c1ccc(Sc2ccc(C)cc2)c([N+](=O)[O-])c1,2.9,-1.0,-4.9,12.6,-2.1,-3.8,0.3,21.7,26.4
COC(=O)c1ccccc1S(=O)(=O)N1CCC(C(=O)Nc2ccc(N3CCOCC3)cc2)CC1,-5.7,1.8,2.5,-0.3,-1.8,-2.8,-1.8,12.0,17.0
COc1ccc(CNc2ccccn2)c(O)c1,-8.3,3.4,6.4,-0.4,-1.0,0.9,9.3,-12.3,9.5
C=CCNC(=O)N[C@@H](CCSC)C(=O)OC,-2.0,-1.4,0.3,-2.8,-4.7,-2.5,16.7,2.8,3.8
O=C(O)c1nc(NCc2ccccc2)ncc1Cl,13.2,1.9,-2.1,-8.2,-0.7,-1.9,-5.6,4.7,2.4
Cn1c(Cc2ccccc2)nnc1SCc1cc(=O)n2ccsc2n1,10.4,0.7,-2.6,-4.8,-0.1,-1.6,5.9,-8.5,-5.6
O=C1CCC(=O)N1c1ccc(-c2nc3ccccc3s2)cc1,5.1,-5.5,6.3,4.5,-1.4,-5.7,12.2,14.4,-4.3
COc1ccc(NC(=O)CSc2nc3nc(C)cc(C)c3c(=O)[nH]2)cc1OC,9.0,-1.0,7.5,-1.3,1.4,-1.9,7.7,-9.0,-5.7
COc1ccc(C(=O)Nc2ccc(NC(=O)c3ccco3)cc2)cc1,12.9,1.0,8.7,-1.5,-2.0,-0.5,-4.3,5.6,-20.4
COC(=O)c1c(NC(=O)c2cnccn2)sc2c1CCC2,3.1,2.9,1.6,6.0,-1.0,0.4,-1.5,16.1,24.1
CCn1nnc(NC(=O)C(C)Oc2ccc(Cl)cc2Cl)n1 (stereo unspecified),19.2,-0.2,6.5,-1.2,-1.4,-0.5,-5.6,-2.1,-26.8
C=CCOc1cccc(CNc2cccc(C(=O)O)c2)c1,13.5,0.6,4.8,-13.4,-2.8,-0.7,3.7,4.5,-23.1
O=C(CCCc1ccccc1)N1CCc2ccccc21,19.6,5.3,4.1,4.6,-5.2,7.0,14.0,29.2,-159.8
O=C(Cc1cccc2ccccc12)NCCc1ccccc1,18.8,3.4,6.7,1.5,-1.6,-4.1,10.0,13.0,5.2
O=C(Cn1cnc2c(cnn2-c2ccc(F)cc2)c1=O)NCC1CCCO1 (stereo unspecified),-0.5,-0.6,8.4,2.2,-2.6,-1.0,-5.1,-15.7,16.7
CCCc1cc(=O)[nH]c(SCC(=O)Nc2nc3ccc(OCC)cc3s2)n1,-15.2,0.9,-6.6,1.7,-2.5,4.0,-9.6,-1.9,10.2
O=C(CSc1ccc(F)cc1)Nc1ccc(N2CCOCC2)c(Cl)c1,26.8,-0.4,-2.8,-3.3,2.5,-0.3,0.5,11.2,3.3

# An excerpt of these results, with each value named:
COc1ccc(CNc2ccccn2)c(O)c1
  tim23-1 inh: -8.3; CHOP UPR activ: 3.4; CXCR6 block: 6.4; EBI2 block: -0.4; APJ agonist: -1.0; UPR XBP1 act: 0.9; APJ antag: 9.3; CCR6 antagonist: -12.3; Mdm2-MdmX inh: 9.5
C=CCNC(=O)N[C@@H](CCSC)C(=O)OC
  tim23-1 inh: -2.0; CHOP UPR activ: -1.4; CXCR6 block: 0.3; EBI2 block: -2.8; APJ agonist: -4.7; UPR XBP1 act: -2.5; APJ antag: 16.7; CCR6 antagonist: 2.8; Mdm2-MdmX inh: 3.8

# Next compounds follow.
SMILES,tim23-1 inh,CHOP UPR activ,CXCR6 block,EBI2 block,APJ agonist,UPR XBP1 act,APJ antag,CCR6 antagonist,Mdm2-MdmX inh
CN1C(=S)NC(C)(C)CC1(C)c1ccc(O)cc1O (stereo unspecified),2.0,5.8,-3.0,2.2,-2.7,0.2,-2.8,-7.5,-14.5
Cc1cc(C)c2c3c(sc2n1)C(=O)N(c1ccccc1)CC(=O)N3,27.7,0.3,9.5,-4.2,0.6,0.4,11.2,-2.1,-15.3
COCCN(C)C(=O)CCc1nnc(Cc2ccc(-c3ccccc3)cc2)o1,17.1,-0.5,3.5,-5.4,-1.9,2.2,9.7,9.2,20.6
CNC(=O)c1ccsc1NC(=O)CCS(=O)(=O)c1ccc(Cl)cc1,14.1,0.0,4.0,-0.7,-2.0,-2.5,16.8,5.0,20.8
Clc1ccc(-c2nnc(CCc3ccccc3)o2)c(Cl)c1,15.4,2.6,-0.9,55.4*,-7.0,6.3,-11.2,21.1,-82.8
Cc1ccc(C(=O)Nc2c3c(nn2-c2ccccc2)CS(=O)(=O)C3)cc1C,14.1,2.5,4.9,3.7,2.8,-1.2,18.8,0.9,20.6
Cc1cc(C)c(S(=O)(=O)c2ccccc2)c(N2CCOCC2)n1,1.4,-0.4,-3.5,7.0,-1.4,-2.0,18.7,0.4,-29.6
CN(C)c1nc(-c2ccccc2)ns1,-4.1,5.3,0.3,3.5,1.6,5.3,8.5,2.6,10.2
CCc1nc(CNC(=O)c2cc(OC)c(OC)c(OC)c2)no1,5.3,-1.1,-2.3,1.6,1.5,-2.1,13.3,7.2,-0.7
Cc1ccc(C)c(S(=O)(=O)Nc2ccc(C(=O)NCCCN3CCCC3=O)cc2)c1,-20.5,-0.4,5.7,-5.0,-3.8,-5.2,7.8,-11.0,19.6
CCOC(=O)c1sc2nc3c(SCCC#N)cc(C(=O)c4cc(F)ccc4O)cn3c(=O)c2c1C,-4.1,-0.4,1.4,-5.0,7.5,-2.0,-52.0,8.1,34.1
Cc1c(C(=O)Nc2ccc(Nc3ccccc3)cc2)cccc1[N+](=O)[O-],28.0,1.0,2.9,10.2,-1.3,0.8,6.9,4.0,14.4
CCCCOc1cccc(NC(=O)CSc2nccn2C)c1,37.9,1.5,-10.1,-3.9,-5.2,2.3,7.4,9.4,14.0
Cc1cccc(NC(=O)c2cccc(N3C(=O)C4CCC(C)CC4C3=O)c2)c1C (stereo unspecified),-4.1,-1.1,-4.5,-2.0,1.2,-3.4,-6.6,7.7,5.0
CCCCC(=O)Nc1cc(OCC)c(NC(=O)c2ccccc2[N+](=O)[O-])cc1OCC,16.0,-1.3,2.4,-1.6,-2.6,-3.5,-0.9,5.6,8.4
CC(OC(=O)c1cccs1)C(=O)NCC1CCCO1 (stereo unspecified),10.1,1.2,-1.8,-6.5,-4.5,-1.0,5.7,-11.6,5.8
CC(=O)Nc1ccc(C(=O)NNS(=O)(=O)c2ccc(C)cc2)cc1,1.7,-0.2,1.2,-10.8,-3.9,-0.5,-37.7,-6.8,32.7
CCc1cc2ccc(C)cc2nc1SCC(=O)c1ccc(NC(C)=O)cc1,31.1,-1.2,5.9,12.7,1.7,0.8,7.5,-12.6,7.0
COc1cc(/C=C2\C(=N)N3N=C(C)SC3=NC2=O)cc(Cl)c1OCCOc1ccc(NC(C)=O)cc1,28.3,1.6,7.8,1.7,-3.4,-3.1,-9.7,8.0,4.4
O=C(Cn1nc(Cc2cccnc2)c2ccccc2c1=O)Nc1cccnc1Cl,-16.7,0.1,-6.9,2.9,-2.9,1.4,8.6,17.1,18.1
CCOc1ccc(S(=O)(=O)N2CCCCC2)cc1NC(=O)C1CCC1,-0.1,0.0,2.7,-4.2,-5.4,-1.1,-24.1,5.7,22.7
CCN1C(=O)/C(=C\N(C)C)S/C1=N\S(=O)(=O)c1ccccc1,-12.2,1.1,5.6,-10.7,-0.8,-0.8,-19.6,7.7,7.0
O=C(c1cc2cc(Br)ccc2o1)N1CCN(c2ccccc2)CC1,8.3,0.5,-6.6,53.2*,-3.4,1.6,10.0,7.7,-5.4
CC(C)(C)CN1CCNC(=O)C1CC(=O)NCCc1cnn(-c2ccccc2)c1 (stereo unspecified),25.7,0.9,-3.6,-2.8,-1.8,-1.1,0.0,12.8,20.8
CCOC(=O)CSc1nc2c(c(=O)n1-c1ccc(OCC)cc1)SCC2,1.7,-2.3,4.6,4.5,-3.4,-3.2,10.8,21.9,40.6
O=C(c1cc(-c2ccccc2Cl)nc2ccccc12)N1CCN(c2ccccn2)CC1,54.3*,0.9,0.8,4.2,-1.1,-2.5,5.3,10.7,-21.7
Cc1c(C(=O)NCCc2ccc(Cl)cc2)sc2nc3n(c(=O)c12)CCC3,12.5,1.9,-0.4,6.7,-3.6,-1.6,-8.4,21.5,9.6
COC(=O)c1ccccc1OC(=O)c1ccc(Br)o1,24.3,16.2,14.9,1.8,2.7,-4.1,6.5,28.0,2.0
